# From PubChem BioAssay
# CSN inh – CSN deneddylation inhibition | Q92905 | Purified CSN, SCF-Nedd8-OG deneddylation, fluorescence polarization | inhibition, % at 12.5 µM | 360,000 tested, 0.38% active;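 active = pattern-corrected inhibition above about 35%, with an unprinted fluorescence ratio check between 0.5 and 1.5, limit read from the data, passing the limit was not always enough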;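 note: 0% = enzyme with substrate and 100% = substrate without enzyme; some results filed as inactive read as strong as hits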
#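 Detection – fluorescence polarization · System – HEK293T-derived human Csn5 enzyme · Controls – substrate-only high control, full reaction low control · Timing – 90 min, room temperature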
# Neddyl block – blocks human cullin neddylation. TR-FRET cullin neddylation, biochemical. calls only at 25 µM. 360,000 tested, 0.58% active; in the data active = inhibition above about 36%
# MT1-MMP act inh – blocks activation of human MT1-MMP. 360,000 tested, 0.061% active. HT1080 RFP-PRO-GFP cells, GFP/RFP ratio fluorescence, overnight; percent of plate control window, DMSO zero. GFP/RFP ratio change, % at 20 µM. P50281;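 active = GFP/RFP ratio change of at least 30% with cell ATP level not reduced by more than half and red fluorescence within 50% of control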; note: strong numbers were not always called active
#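 Assay system: HT1080 RFP-PRO-GFP cells | Dosing: 20 µM single dose, 1% DMSO | Incubation: Cells overnight before dosing, compound overnight, 37 °C, 5% CO2 | Evaluation: GFP/RFP fluorescence ratio | Control set: DMSO-only wells and HT1080 RFP-L50D-GFP cell wells as references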
# FAS-TE inh – inhibitors of human fatty acid synthase thioesterase domain | inhibition, % at 15 µM | AID 602261 | P49327 | recombinant FAS-TE, OMFH fluorogenic substrate, fluorescence endpoint | 360,000 tested, 0.67% active;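 active = compounds whose normalised, plate-corrected inhibition of enzyme fluorescence in the single-dose primary screen is 50% or more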;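 note: 0% = DMSO with enzyme and 100% = substrate without enzyme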
# Target sequence (P49327 whole entry, looked up, the tested form may be a part): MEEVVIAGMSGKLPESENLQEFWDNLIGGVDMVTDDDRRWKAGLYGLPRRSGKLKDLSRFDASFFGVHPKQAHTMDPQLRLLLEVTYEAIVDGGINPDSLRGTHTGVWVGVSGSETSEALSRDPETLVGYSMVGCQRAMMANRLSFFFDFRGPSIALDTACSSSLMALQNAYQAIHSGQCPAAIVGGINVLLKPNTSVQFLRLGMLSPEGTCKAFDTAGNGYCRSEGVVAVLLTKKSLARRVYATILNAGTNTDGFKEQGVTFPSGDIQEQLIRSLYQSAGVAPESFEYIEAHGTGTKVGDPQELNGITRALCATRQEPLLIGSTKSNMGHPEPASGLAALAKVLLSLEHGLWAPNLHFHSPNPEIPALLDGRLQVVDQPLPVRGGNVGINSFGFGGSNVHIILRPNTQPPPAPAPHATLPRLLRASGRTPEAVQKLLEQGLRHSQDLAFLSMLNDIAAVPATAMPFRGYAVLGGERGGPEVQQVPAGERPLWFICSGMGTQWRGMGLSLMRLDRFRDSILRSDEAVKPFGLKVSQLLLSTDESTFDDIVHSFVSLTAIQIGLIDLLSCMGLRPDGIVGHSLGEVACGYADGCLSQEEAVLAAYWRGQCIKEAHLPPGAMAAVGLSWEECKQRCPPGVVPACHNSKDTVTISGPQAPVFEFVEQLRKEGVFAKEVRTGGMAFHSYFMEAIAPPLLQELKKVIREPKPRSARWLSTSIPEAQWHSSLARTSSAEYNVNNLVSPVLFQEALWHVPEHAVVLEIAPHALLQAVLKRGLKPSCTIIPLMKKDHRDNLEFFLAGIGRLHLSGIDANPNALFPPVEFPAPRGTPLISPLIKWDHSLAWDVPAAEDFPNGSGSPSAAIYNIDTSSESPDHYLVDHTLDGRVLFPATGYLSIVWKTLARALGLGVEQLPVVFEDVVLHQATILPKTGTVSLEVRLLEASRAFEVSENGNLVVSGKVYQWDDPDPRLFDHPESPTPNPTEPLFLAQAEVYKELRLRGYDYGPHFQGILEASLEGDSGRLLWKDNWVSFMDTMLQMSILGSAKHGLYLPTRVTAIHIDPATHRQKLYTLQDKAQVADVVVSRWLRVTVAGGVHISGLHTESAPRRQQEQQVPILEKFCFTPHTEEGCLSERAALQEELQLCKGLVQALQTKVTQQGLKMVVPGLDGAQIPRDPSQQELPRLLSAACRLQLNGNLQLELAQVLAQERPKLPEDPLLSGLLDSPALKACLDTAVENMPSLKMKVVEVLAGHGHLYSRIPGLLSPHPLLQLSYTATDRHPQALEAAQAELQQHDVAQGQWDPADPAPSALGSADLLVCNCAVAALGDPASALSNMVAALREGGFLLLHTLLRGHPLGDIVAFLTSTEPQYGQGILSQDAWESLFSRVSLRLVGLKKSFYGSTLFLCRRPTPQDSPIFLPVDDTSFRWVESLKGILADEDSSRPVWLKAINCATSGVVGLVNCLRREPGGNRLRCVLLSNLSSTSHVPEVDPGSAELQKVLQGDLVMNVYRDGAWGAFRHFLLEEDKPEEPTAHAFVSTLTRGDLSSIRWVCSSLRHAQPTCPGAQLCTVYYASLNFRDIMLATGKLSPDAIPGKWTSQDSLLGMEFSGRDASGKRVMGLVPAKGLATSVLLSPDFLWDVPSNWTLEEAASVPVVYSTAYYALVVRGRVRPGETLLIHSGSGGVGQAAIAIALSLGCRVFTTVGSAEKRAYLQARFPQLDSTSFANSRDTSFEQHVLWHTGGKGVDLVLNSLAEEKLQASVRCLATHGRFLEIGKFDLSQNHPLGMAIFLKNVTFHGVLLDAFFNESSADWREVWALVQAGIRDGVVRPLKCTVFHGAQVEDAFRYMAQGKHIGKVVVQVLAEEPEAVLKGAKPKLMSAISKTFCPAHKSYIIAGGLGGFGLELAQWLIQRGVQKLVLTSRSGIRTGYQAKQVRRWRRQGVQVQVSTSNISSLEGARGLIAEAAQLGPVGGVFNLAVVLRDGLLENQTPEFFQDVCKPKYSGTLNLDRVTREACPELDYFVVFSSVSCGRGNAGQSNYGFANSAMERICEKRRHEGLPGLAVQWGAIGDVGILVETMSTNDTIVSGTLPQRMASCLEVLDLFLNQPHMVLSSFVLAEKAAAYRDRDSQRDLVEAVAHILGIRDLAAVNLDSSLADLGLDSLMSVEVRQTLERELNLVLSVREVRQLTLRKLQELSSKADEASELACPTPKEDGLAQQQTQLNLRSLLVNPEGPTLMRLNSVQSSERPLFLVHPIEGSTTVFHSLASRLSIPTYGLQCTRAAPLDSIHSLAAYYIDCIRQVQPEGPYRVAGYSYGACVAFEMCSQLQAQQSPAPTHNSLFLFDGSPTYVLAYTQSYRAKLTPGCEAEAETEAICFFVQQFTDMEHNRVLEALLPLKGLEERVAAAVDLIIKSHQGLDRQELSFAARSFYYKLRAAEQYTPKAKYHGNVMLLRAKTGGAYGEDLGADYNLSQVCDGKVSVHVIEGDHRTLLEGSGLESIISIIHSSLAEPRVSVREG
# NadD block – NadD (S. aureus) enzyme inhibition; purified NadD enzyme, colorimetric absorbance read-out; inhibition, % at 20 µM; 360,000 tested, 0.78% active; AID 602399; in the data active = inhibition above about 26%; note: some compounds past the cut are filed as inactive
# Rpn11 block – inhibitors of human proteasome Rpn11; 360,000 tested, 0.59% active; human 26S proteasome, Ub4-pepOG fluorescence polarization; 20S core pre-blocked with epoxomicin; O00487; calls only at 20 µM;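 active = inhibition at 20 µM, scaled to each plate's controls, above about 33%, limit read from the data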
# SKN-1 block – blocks SKN-1 activity in C. elegans. C. elegans VP596 Pgst-4::GFP/RFP ratio, acrylamide-induced, 24 h. inhibition, % at 21.8 µM. 360,000 tested, 0.49% active. AID 624304;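 active = interference check ratio from 0.5 to 1.5 plus GFP to RFP signal ratio inhibition reaching or exceeding a fixed threshold, cut at about 30% in these data, passing the limit was not always enough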; note: some compounds called inactive have numbers as strong as hits
# MLLE-PAM2 inh – inhibitors of microRNA-mediated deadenylation, human PABP1 MLLE binding; GST-MLLE / FITC-PAM2 fluorescence polarization; 360,000 tested, 0.36% active; AID 588489; inhibition, % at 20 µM; in the data active = inhibition above about 35%, passing the limit was not always enough;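 note: plate controls were DMSO wells with GST-MLLE for no effect and wells lacking GST-MLLE protein for full effect; some results filed as inactive read as strong as hits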
# Rin1 Abl inh – blocks binding of human Rin1 to Abl; P00519+Q13671; TR-FRET Rin1/Abl binding, biochemical; inhibition, % at 7.35 µM; 360,000 tested, 0.4% active; in the data active = inhibition above about 5%, passing the limit was not always enough
# Active calls of the source: *; i = inactive; x = no result given. This is a random part of the collection (roughly 3.9% active in at least one column).
entry	Compound	CSN inh	Neddyl block	MT1-MMP act inh	FAS-TE inh	NadD block
1	CCOC(=O)c1c(NC(=O)c2cc(-c3cccc(O)c3)on2)sc(C(C)=O)c1C	5	i	-1	1	16
2	COC(=O)c1ccc(-n2cnc3ccccc32)nc1	-1	i	-6	-13	-6
3	O=C1CN(C(=O)CCN2CCOCC2)C(c2ccccc2)c2cc(Br)ccc2N1 (configuration not stated)	1	i	2	-10	-3
4	CC(C)(C)CN1CCNC(=O)C1CC(=O)NCCc1ccccc1F (configuration not stated)	-6	i	-2	-2	-4
5	COc1ccc(-c2cc(C(=O)NCC(c3ccccc3)N(C)C)c3ccccc3n2)cc1OC (configuration not stated)	3	i	0	4	0
6	CN(C)c1ncnc2c1ncn2[C@H]1CN(Cc2ccc(F)cc2)C[C@@H](CO)O1	1	i	3	-8	-6
7	O=C1NC(=O)C(=C2CCCCCC2)S1	-3	i	3	-9	1
8	Cc1ccccc1C(=O)N1CCN(c2ccc(NC(=O)c3cccc(OC(C)C)c3)cc2)CC1	-1	i	-6	12	6
9	COc1ccc(NC(=O)/C(C#N)=C\c2ccc(OCc3ccc(C(=O)O)cc3)c(OC)c2)cc1	-2	i	-1	-1	18
10	CCOC(=O)N1CCC(N2CCN(S(=O)(=O)c3ccc(C)cc3)CC2)CC1	-6	i	0	-6	-5
11	C/C(=N\NC(=S)NC(C)C)c1ccccc1	5	i	3	0	1
12	C=CCNC(=S)NNC(=O)c1cccn(Cc2ccc(Cl)cc2Cl)c1=O	-2	i	-3	2	8
13	CCn1c(COc2cccc(OC)c2)nnc1SCC(=O)Nc1cccc(OC)c1	4	i	2	-3	-2
14	CC(=O)Nc1ccc(S(=O)(=O)Nn2cnnc2)cc1	-4	i	3	-4	-3
15	CC(=O)c1c(C)[nH]c(C(=O)OCc2ccc(Br)cc2)c1C	-2	i	-10	28	-10

entry	Rpn11 block	SKN-1 block	MLLE-PAM2 inh	Rin1 Abl inh
1	i	4	-3	2
2	i	1	3	-2
3	i	16	5	-1
4	i	4	15	1
5	i	-3	-9	0
6	i	10	6	2
7	i	13	6	0
8	i	10	2	-2
9	i	-1	1	2
10	i	-36	-6	1
11	i	-2	18	-2
12	i	10	-27	-3
13	i	-31	-51	-7
14	i	1	-3	0
15	i	19	-3	-2

# 3 compounds from above, arranged by the value under MT1-MMP act inh, largest number first:
no.	Compound	MT1-MMP act inh
3	O=C1CN(C(=O)CCN2CCOCC2)C(c2ccccc2)c2cc(Br)ccc2N1 (configuration not stated)	2
2	COC(=O)c1ccc(-n2cnc3ccccc32)nc1	-6
15	CC(=O)c1c(C)[nH]c(C(=O)OCc2ccc(Br)cc2)c1C	-10

# New compounds follow
entry	Compound	CSN inh	Neddyl block	MT1-MMP act inh	FAS-TE inh	NadD block
16	COc1ccc(C(C)=O)cc1CN1C(=O)C(C)N(c2ccc(C)cc2)C1=O (configuration not stated)	-4	i	1	1	-1
17	CC(O/N=C(\N)c1ccccc1)C(=O)Nc1cccc(C(F)(F)F)c1 (configuration not stated)	-1	i	1	6	3
18	Cc1cc(-n2cccn2)ccc1CN1CCN(CC(C)C)C(CCO)C1 (configuration not stated)	-1	i	-5	-5	-3
19	Cc1ccc(NC(=O)CSc2nnc(NC(=O)C3CC3)s2)cc1C	0	i	-3	-1	0
20	COc1ccc(-c2csc(NC(=O)CN3C(=O)C4CC=CCC4C3=O)n2)cc1 (configuration not stated)	0	i	1	-4	0
21	CC1CN(c2ccc(C(F)(F)F)cc2[N+](=O)[O-])CCN1S(C)(=O)=O (configuration not stated)	-1	i	1	-13	-5
22	CCN(CC)c1ccc(C(=O)OCC(=O)NC2CCCCC2C)cc1 (configuration not stated)	-1	i	-7	4	-4
23	CCOC(=O)N1CCC(NC(=O)Cn2nc(-c3ccccc3)ccc2=O)CC1	2	i	2	-11	-2
24	CC(=O)NCCC1CCCCN1Cc1nc(Cc2cccc(C(F)(F)F)c2)no1 (configuration not stated)	-5	i	-2	-2	-1
25	CCNc1nc(NCC)n2c(SCC(=O)Nc3ccc(OC(F)F)cc3)nnc2n1	5	i	4	-1	2
26	NC(COCc1ccccc1)c1csc(Nc2ccc(S(N)(=O)=O)cc2)n1 (configuration not stated)	1	i	-1	-7	-2
27	O=C(C1=C[C@@H](c2ccc(Br)cc2)C[C@@H](OCc2ccc(CO)cc2)O1)N1CCN(Cc2ccc3c(c2)OCO3)CC1	-9	i	-5	16	3
28	CCOc1cc(C(=O)OCC(=O)Nc2c(C)cccc2C)ccc1OCC(=O)N1CCOCC1	-8	i	0	-8	0
29	Cc1ccc(CC(=O)Nc2ccc(C(=O)N3CCCCC3)cc2)cc1	-2	i	8	-2	-7
30	CC1(C(=O)NCc2ccccc2)CSCC(=O)N1CCOc1ccccc1 (configuration not stated)	8	i	1	x	x

entry	Rpn11 block	SKN-1 block	MLLE-PAM2 inh	Rin1 Abl inh
16	i	14	-16	-3
17	i	12	9	2
18	i	-2	4	0
19	i	1	-3	2
20	i	6	3	0
21	i	0	5	-5
22	i	16	-10	-4
23	i	-9	-5	1
24	i	-5	4	-1
25	i	-11	-8	0
26	i	-13	-22	3
27	i	-7	-5	3
28	i	-5	0	0
29	i	1	13	-1
30	x	-4	x	x

# Further results:
entry	Compound	CSN inh	Neddyl block	MT1-MMP act inh	FAS-TE inh	NadD block
31	COc1ccc(CNC(=O)Nc2cccc(C)c2)cc1	-2	i	-1	1	2
32	COc1ccccc1S(=O)(=O)CC(O)COc1ccc(C#N)cc1 (configuration not stated)	4	i	1	-1	-2
33	O=C(Nc1ccc2oc(-c3ccccc3F)nc2c1)c1ccc2c(c1)OCCO2	3	x	2	29	2
34	COCCNc1oc(-c2ccc(F)cc2)nc1C#N	-1	x	3	-7	-4
35	O=C1N(c2ccccc2)C(=Nc2ccccc2)SC12CC2	100	i	1	3	-5
36	O=C(NN=C1CCCCCCC1)c1ccc(F)cc1	5	i	-3	-2	2
37	Cc1ccc(-c2nc(-c3ccccc3)no2)cc1	0	i	5	15	-2
38	O=C(CCc1ccccc1)Nc1ccc(F)cc1F	-2	i	3	-3	-3
39	O=C(CC(=O)Nc1cccc(Cl)c1Cl)Nc1cccc(Cl)c1Cl	1	i	1	2	-7
40	COc1ccccc1CN1CCNC(=O)C1CC(=O)NCCOc1cccnc1 (configuration not stated)	-3	i	1	-12	1
41	C=CCN(CC(=O)Nc1c(C)cccc1CC)C(=O)SCCC	-3	i	-3	-3	-1
42	Cc1cc(N/N=C/c2ccco2)c2ccccc2n1	-2	i	3	-2	-3
43	Cc1nnc(N/N=C/c2cccc(OCc3ccc(Cl)c(Cl)c3)c2)n1N	1	i	8	21	-7
44	COc1ccc(/C=N/OCC(=O)Nc2ccc3c(c2)OCO3)c(OC)c1	7	i	1	9	-7
45	COc1ccc(S(=O)(=O)N2CCCCC2C)cc1 (configuration not stated)	-2	i	-2	-1	0

entry	Rpn11 block	SKN-1 block	MLLE-PAM2 inh	Rin1 Abl inh
31	i	13	-6	-3
32	i	-3	-5	3
33	i	17	-1	-1
34	i	24	4	3
35	i	6	0	1
36	i	-3	0	0
37	i	-4	-2	2
38	i	13	-6	-2
39	i	-3	10	0
40	i	7	-5	1
41	i	4	-8	-2
42	i	7	5	1
43	i	5	-5	-1
44	i	-4	2	0
45	i	-6	-15	-4

# 5 entries from above, bar-delimited.
No. | compound | CSN inh | Neddyl block | MT1-MMP act inh | FAS-TE inh | NadD block | Rpn11 block | SKN-1 block | MLLE-PAM2 inh | Rin1 Abl inh
18 | Cc1cc(-n2cccn2)ccc1CN1CCN(CC(C)C)C(CCO)C1 (configuration not stated) | -1 | i | -5 | -5 | -3 | i | -2 | 4 | 0
19 | Cc1ccc(NC(=O)CSc2nnc(NC(=O)C3CC3)s2)cc1C | 0 | i | -3 | -1 | 0 | i | 1 | -3 | 2
20 | COc1ccc(-c2csc(NC(=O)CN3C(=O)C4CC=CCC4C3=O)n2)cc1 (configuration not stated) | 0 | i | 1 | -4 | 0 | i | 6 | 3 | 0
21 | CC1CN(c2ccc(C(F)(F)F)cc2[N+](=O)[O-])CCN1S(C)(=O)=O (configuration not stated) | -1 | i | 1 | -13 | -5 | i | 0 | 5 | -5
22 | CCN(CC)c1ccc(C(=O)OCC(=O)NC2CCCCC2C)cc1 (configuration not stated) | -1 | i | -7 | 4 | -4 | i | 16 | -10 | -4

# (continued)
entry	Compound	CSN inh	Neddyl block	MT1-MMP act inh	FAS-TE inh	NadD block
46	COc1cc(C(=O)NCc2nnc(SCC(=O)NCCc3ccccc3)o2)cc(OC)c1OC	4	i	11	-6	3
47	CC(CCc1ccccc1)NC(=O)c1ccccc1Cl (configuration not stated)	1	i	2	1	-3
48	COc1ccc(C(=O)COC(=O)COc2ccc(C)c(C)c2)cc1	-4	i	5	25	-4
49	O=C(COc1ccccc1)N1N=C(c2cccnc2)CC1(O)C(F)(F)F (configuration not stated)	-12	i	2	-5	-5
50	Cc1ccc(OCc2cc(C(=O)N(C)CCc3nc4ccccc4[nH]3)no2)cc1C	-5	i	-5	1	-4
51	Cc1ccc(NC(=O)C2CCCN2C(=O)NC2CCCCC2)cc1C (configuration not stated)	3	i	1	-5	-1
52	Cc1oc(-c2cccs2)nc1CN1CCC(C(=O)N2CCCC2)CC1	0	i	2	-3	-2
53	CC(C(=O)NC1CCCC1)N(C(=O)c1snc(C(N)=O)c1N)c1ccc2c(c1)OCCO2 (configuration not stated)	-1	i	0	-6	-1
54	C=CCOC(=O)CCCC(=O)NC1CCCCC1	-1	i	2	-10	2
55	O=C(COC(=O)Cc1ccc(S(=O)(=O)N2CCOCC2)s1)NCc1ccccc1	-3	i	-2	-2	11
56	Cc1cc(C(=O)COC(=O)c2cccnc2Cl)c(C)n1C	-2	i	-1	-6	-1
57	COc1cc2c(cc1OC)C(C)N(C(=O)c1nccnc1C(=O)O)CC2 (configuration not stated)	1	i	3	-3	1
58	CCc1nonc1NC(=O)c1oc2c(C)c(C)ccc2c1C	-3	i	-10	10	-5
59	CSc1nnc(C2CCCN2)n1C (configuration not stated)	-5	i	-1	-8	9
60	CC(=O)N/C(=C/c1ccc(Cl)cc1)C(=O)NCCc1c[nH]c2ccccc12	0	i	1	0	-1
61	NC(=S)Nc1cccc(F)c1	-4	i	-2	-3	4

entry	Rpn11 block	SKN-1 block	MLLE-PAM2 inh	Rin1 Abl inh
46	i	7	-48	-4
47	i	10	-2	1
48	i	10	14	1
49	i	1	-82	2
50	i	0	-4	-3
51	i	-5	-6	0
52	i	2	-1	1
53	i	-10	1	-1
54	i	4	9	-1
55	i	-11	-4	-2
56	i	25	4	0
57	i	6	0	1
58	i	4	-5	-3
59	i	-9	2	-6
60	i	-8	-12	-2
61	i	14	-43	1
